# Screening data: PubChem, National Center for Advancing Translational Sciences (NCATS)
# TRb-SRC2 inh: qHTS for Inhibitors of the Interaction of Thyroid Hormone Receptor and Steroid Receptor Coregulator 2. TRbeta-SRC2 peptide binding, fluorescence polarization; receptor liganded with 1 µM T3. Potency, µM (top dose mostly 106 µM), inactives show top-dose activity change, negative = inhibition, most hits filed as inhibitors. Thyroid hormone receptor beta (Homo sapiens), P10828. 280,000 compounds, 0.065% hits;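 further: plate controls were bound peptide for no effect and peptide without receptor for full effect; nearly all actives have a fitted effect of over 50% in size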
#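 Compounds were added to 0.6 uM TRb ligand-binding domain and 20 nM Texas Red-labeled SRC2 peptide in Tris buffer containing 1 uM T3, incubated 5 hr at ambient temperature, then read by fluorescence polarization.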
# TR SRC2 fluor cs: Total Fluorescence Counterscreen for Inhibitors of the Interaction of Thyroid Hormone Receptor and Steroid Receptor Coregulator 2; 280,000 compounds, 0.29% hits; AID 1479, 2009; TRb/SRC2 Texas Red total fluorescence interference; Potency, µM (series often up to 106 µM), without a hit: top-dose fluorescence change, negative = quenching; active means well fitted curve in either direction with a large enough effect; inconclusive means small, poorly fitted or top-dose-only effect
#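 Flags fluorescent or light-absorbing compounds by total fluorescence, S + 2P, at 555 nm excitation and 632 nm emission. Mixture: 20 nM Texas Red SRC2 peptide, 0.6 uM human TRb LBD, 1 uM T3, 5% DMSO; compound exposure 5 h at ambient temperature.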
# L3MBTL1 inh: qHTS Assay for the Inhibitors of L3MBTL1; Lethal(3)malignant brain tumor-like protein 1 (Homo sapiens), Q9Y468; AlphaScreen L3MBTL1–H3K9me1 peptide binding; Potency, µM (doses to about 57.1 µM), for the others: at the highest dose activity, negative = inhibition, hits mostly inhibitors; 230,000 compounds, 0.66% hits; further: nearly all actives have a fitted effect of over 60% in size
#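 L3MBTL1 (50 nM) pre-complexed 30 min with biotinylated H3(1-15)K9me1 peptide (75 nM), then compounds added for 30 min at room temperature; AlphaScreen streptavidin donor/nickel chelate acceptor beads (10 ug/mL final) read after 30 min dark incubation.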
# Tau ThT inhib: qHTS for Inhibitors of Tau Fibril Formation, Thioflavin T Binding; AID 1460, 2008; Microtubule-associated protein tau (Homo sapiens), P10636; Potency, µM (titrated, usually from 57.4 µM), for inactives: top-dose activity, negative = inhibition, hits mostly inhibitors; recombinant tau K18 P301L, heparin-induced fibrillization, ThT fluorescence; 270,000 compounds, 2.1% hits; further: nearly all actives have a fitted effect of over 55% in size
# Target sequence (P10636 561-689 P618L limits assumed): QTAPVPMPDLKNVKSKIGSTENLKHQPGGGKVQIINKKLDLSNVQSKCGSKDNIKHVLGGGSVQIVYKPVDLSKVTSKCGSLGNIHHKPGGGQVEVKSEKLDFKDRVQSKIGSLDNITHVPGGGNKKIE
#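 Using a mix of unlabeled (15 uM) and Alexa 594-labeled (0.24 uM) tau K18 P301L, heparin-triggered fibrillization over 6 hr at 37 C was scored by ThT fluorescence.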
# ALDH1A1 block: qHTS Assay for Inhibitors of Aldehyde Dehydrogenase 1 (ALDH1A1); 220,000 compounds, 7.3% hits; Purified ALDH1A1, NADH fluorescence, propionaldehyde substrate; Potency, µM (doses to about 75.3 µM), for the others: at the top dose activity, negative = inhibition, actives largely listed as inhibitors; Aldehyde dehydrogenase 1A1 (Homo sapiens), P00352; active means well fitted inhibition curve with a large enough effect, not every such curve was filed as active; inconclusive means small, poorly fitted or top-dose-only effect, or another doubt; inactive means no such curve, though single readings can be large or run the other way;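 further: plate controls were no enzyme wells and a reference inhibitor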
# Target sequence (P00352 whole entry, looked up): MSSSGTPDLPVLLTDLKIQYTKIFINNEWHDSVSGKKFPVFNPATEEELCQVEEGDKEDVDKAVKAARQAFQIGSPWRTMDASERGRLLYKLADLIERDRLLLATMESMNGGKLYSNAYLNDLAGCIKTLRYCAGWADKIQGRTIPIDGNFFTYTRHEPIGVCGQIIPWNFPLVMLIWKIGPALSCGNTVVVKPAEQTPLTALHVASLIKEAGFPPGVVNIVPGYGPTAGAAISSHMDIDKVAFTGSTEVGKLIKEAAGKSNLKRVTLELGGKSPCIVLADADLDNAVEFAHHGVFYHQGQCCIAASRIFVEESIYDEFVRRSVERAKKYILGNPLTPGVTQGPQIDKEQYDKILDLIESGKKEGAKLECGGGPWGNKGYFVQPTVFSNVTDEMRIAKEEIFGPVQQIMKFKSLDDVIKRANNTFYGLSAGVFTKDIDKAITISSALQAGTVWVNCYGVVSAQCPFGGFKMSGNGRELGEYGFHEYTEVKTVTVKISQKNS
# Tau fibril FP: qHTS for Inhibitors of Tau Fibril Formation, Fluorescence Polarization | Microtubule-associated protein tau (Homo sapiens), P10636 | K18 P301L tau heparin fibrillization, Alexa594 FP, 6 h | Potency, µM (highest dose often 57.7 µM), for the others: top-dose activity, negative = inhibition, actives largely listed as inhibitors | 280,000 compounds, 0.39% hits | AID 1468, 2008; further: nearly all actives have a fitted effect of over 55% in size
#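 Recombinant K18 P301L […], labeled with Alexa 594 at 0.24 uM over 15 uM unlabeled; heparin inducer 20 uM final; 37 C, 6 hr; FP endpoint.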
# GLA spleen mod: qHTS Assay for Inhibitors and Activators of Human alpha-Galactosidase From Spleen Homogenate; Potency, µM (titrated, usually from 80 µM), for the others: top-dose activity change, negative = inhibition, most hits filed as inhibitors; 240,000 compounds, 0.008% hits; AID 2107, 2009; human spleen homogenate, 4MU-alpha-Gal fluorescence, 40 min; Alpha-galactosidase A (Homo sapiens), P06280;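 further: 0% = enzyme with vehicle and -100% = no enzyme basal signal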
# Target sequence (P06280 32-429 limits assumed): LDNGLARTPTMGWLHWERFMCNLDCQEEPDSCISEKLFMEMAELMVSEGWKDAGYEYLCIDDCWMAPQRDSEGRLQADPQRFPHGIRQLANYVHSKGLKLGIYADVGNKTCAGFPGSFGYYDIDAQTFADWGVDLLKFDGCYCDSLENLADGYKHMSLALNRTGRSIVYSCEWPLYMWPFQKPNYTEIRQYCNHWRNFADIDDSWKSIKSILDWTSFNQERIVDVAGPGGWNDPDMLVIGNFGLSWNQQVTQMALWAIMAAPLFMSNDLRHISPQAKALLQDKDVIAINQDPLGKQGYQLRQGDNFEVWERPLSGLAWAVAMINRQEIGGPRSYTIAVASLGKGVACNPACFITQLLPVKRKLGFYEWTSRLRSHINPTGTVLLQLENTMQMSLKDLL
#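 qHTS titration in buffer at pH 5.0. Alpha-galactosidase activity in spleen homogenate was measured via 4-methylumbelliferone release from 1 mM fluorogenic substrate after 40 min at 37C and a pH 10 stop. AC50 came from Hill fits of control-normalized data.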
# Tau fluor counter: Counterscreen qHTS for Inhibitors of Tau Fibril Formation, Fluorescence Polarization. tau K18 P301L (four-repeat tau fragment) Alexa594 fluorescence, heparin fibrillization. Potency, µM (doses to about 57.7 µM), for the others: top-dose activity change, negative = decrease. 280,000 compounds, 0.93% hits. AID 1463, 2008; further: nearly all actives have a fitted effect of over 55% in size
#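 Human K18 P301L tau (15 uM unlabeled plus 0.24 uM Alexa 594-labeled, final) in 100 mM sodium acetate pH 7 was mixed with compound and 20 uM heparin and incubated 6 hr at 37 C.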
# Active calls of the source: *; ? = inconclusive; . = not tested or not shown; & = joins results of further samples; [ ] = another dose, or the depositor's remark. Unless noted, the call rests on the fitted dose curve; in most records, active means well fitted curve in the direction sought with a large enough effect; inconclusive means small, poorly fitted or top-dose-only effect, or another doubt; inactive means no such curve, though single readings can be large; an effect the other way counts as inactive or inconclusive. Unless noted, on the % scale 0 is the no-effect control and ±100 the full control effect; potency means the concentration at half of the fitted maximal effect.
SMILES,TRb-SRC2 inh,TR SRC2 fluor cs,L3MBTL1 inh,Tau ThT inhib,ALDH1A1 block,Tau fibril FP,GLA spleen mod,Tau fluor counter
C=CCOC(=O)C1=C(C)OC(N)=C(C#N)C1c1c(C)nn(-c2ccccc2)c1Cl (stereo unspecified),1%,-1%,-25%,?,-3%,-17%,0%,-21%
CN1CCc2nc(NC(=O)c3cccc(S(=O)(=O)N4CCc5ccccc54)c3)sc2C1,6%,1%,.,-17%,13µM*,-3%,1%,-25%
Cc1cccc(C(=O)Nc2ccc3c(c2)C(=O)N(CC(C)C)C3=O)c1,0%,-2%,49%[activator],21%,2.8µM*,8%,-9%,20%
COC(=O)NNC(=O)/C=C/c1ccccc1,1%,0%,4%,1%,16%,1%,-1%,2%
CC(=O)NN1C(=O)/C(=C\c2ccc(O)cc2)SC1=S,0%,-1%,-22%,?,-12%,-3%,-10%,-13%
Cc1ccccc1N(CC(=O)NCCSC1CCCCC1)S(=O)(=O)c1ccccc1,1%,0%,4%,-19%,-9%,4%,6%,-17%
O=C(Nc1cc(=O)[nH]c(=O)[nH]1)c1cccc(Br)c1,10%,0%,.,-2%,0%,7%,1%,0%
C[C@@H](C(=O)Nc1ccc2ccccc2c1)[C@H]1C[C@]1(C)[C@H](NC(=O)Oc1ccc(F)cc1)c1ccccc1,3%,1%,.,-6%,?,-14%,-4%,-15%
Cc1ccc(-n2nnnc2SCc2nc3sc(C)c(C)c3c(=O)[nH]2)cc1,8%,0%,2%,-7%,0%,?,5%,-13%
Cc1ccc(S(=O)(=O)NCC(=O)N(CC(=O)NCC2CCCO2)CC2CCCO2)cc1 (stereo unspecified),5%,1%,20%,0%,-5%,-3%,9%,2%
CN(Cc1nc2ccccc2c(=O)[nH]1)C(=O)c1ccc(S(=O)(=O)N(C)C)cc1,2%,-1%,.,-6%,5%,-10%,5%,-7%
Cc1ccc(NC(=O)CN(C)S(=O)(=O)c2cccc3cccnc23)c(C)c1,3%&2%,0%&2%,2%,-17%&3%,.,-3%&-4%,-12%,-12%&1%
CC1=NNC(=O)C1CCC(=O)N/N=C(\C)c1ccc(Cl)cc1 (stereo unspecified),1%,-1%,-2%,-10%,.,1%,9%,-5%
COC(=O)NNC(=O)c1cccc(C)c1,8%,-4%,5%,-8%,2%,-10%,5%,-13%
COCCCNS(=O)(=O)c1ccc2c3c(cccc13)C(=O)S2,0%,-5%,-5%,9%,?,2%,3%,5%
CC(=O)c1ccc(-n2nnnc2SCC(=O)Nc2cccc(NC(=O)c3ccco3)c2)cc1,3%,-6%,-8%,?,-2%,-12%,-7%,-11%
O=c1oc2ccc(Cl)cc2cc1-c1nc(-c2cccs2)no1,-7%,-1%,.,-2%,.,-2%,.,2%
COc1ccccc1N1CCN(c2ncc3c(n2)CCN(Cc2ccccc2C)C3)CC1,-2%,-1%,.,-9%,.,8%,.,-8%
COc1ccccc1N1CCN(S(=O)(=O)c2ccc3[nH]c4c(c3c2)CCCC4)CC1,1%,-15%,.,-2%,.,8%,.,?
COc1cc(OC)cc(C(=O)Nc2cccc(-c3cn4cccnc4n3)c2)c1,-2%,?,.,-2%,.,-12%,.,-3%
Cc1ccccc1-c1nc(CN(C)C(C)c2ccon2)c(C)o1 (stereo unspecified),2%,-4%,-13%,-10%,2%,5%,4%,-4%
O=C(O)c1ccccc1SCC(=O)N1CCOCC1,11%,-2%,-9%,-7%,-7%,1%,2%,-7%
Fc1cccc(Cc2noc(CN3CCN(C4CCc5ccccc5C4)CC3)n2)c1 (stereo unspecified),1%[53 µM],0%[53 µM],-16%,-6%,0%,6%,2%,1%
COC(=O)c1cccc(C23CC4(C2)[C@H](CN(Cc2ccc(-c5ccccc5)cc2)[C@@H]4c2ccccc2)C3c2ccc(C(F)(F)F)cc2)c1 (stereo partly specified),3%&12%,-2%&-2%,.,-4%&1%,0%,-3%&0%,-4%&3%,3%&6%
CCOc1cc(CNC(=O)c2ccc(NC(=O)c3nsc4ccccc34)cc2)ccc1OC,-2%,-2%,.,9%,.,?,.,-23%

# One compound at a time, as listed above. Screens in order: TRb-SRC2 inh, TR SRC2 fluor cs, L3MBTL1 inh, Tau ThT inhib, ALDH1A1 block, Tau fibril FP, GLA spleen mod, Tau fluor counter
# O=c1oc2ccc(Cl)cc2cc1-c1nc(-c2cccs2)no1 across the screens: -7%, -1%, ., -2%, ., -2%, ., 2%
# Cc1ccc(S(=O)(=O)NCC(=O)N(CC(=O)NCC2CCCO2)CC2CCCO2)cc1 (stereo unspecified) across the screens: 5%, 1%, 20%, 0%, -5%, -3%, 9%, 2%
# O=C(O)c1ccccc1SCC(=O)N1CCOCC1 across the screens: 11%, -2%, -9%, -7%, -7%, 1%, 2%, -7%
# COc1ccccc1N1CCN(c2ncc3c(n2)CCN(Cc2ccccc2C)C3)CC1 across the screens: -2%, -1%, ., -9%, ., 8%, ., -8%
# CC(=O)NN1C(=O)/C(=C\c2ccc(O)cc2)SC1=S across the screens: 0%, -1%, -22%, ?, -12%, -3%, -10%, -13%

# Taken from above:
# CCOc1cc(CNC(=O)c2ccc(NC(=O)c3nsc4ccccc34)cc2)ccc1OC in TR SRC2 fluor cs: -2%
# Cc1ccc(S(=O)(=O)NCC(=O)N(CC(=O)NCC2CCCO2)CC2CCCO2)cc1 (stereo unspecified) in Tau fibril FP: -3%

# Following part:
SMILES,TRb-SRC2 inh,TR SRC2 fluor cs,L3MBTL1 inh,Tau ThT inhib,ALDH1A1 block,Tau fibril FP,GLA spleen mod,Tau fluor counter
C/C(=N\NC(=O)c1cccs1)C(C)(C)C,0%,-2%,-1%,-8%,?,-3%,-2%,-3%
CCc1ccc(/C=C\C(=O)N2CCc3ccccc3C2)cc1,5%,1%,2%,-16%,1%,14%,0%,2%
COc1cc(N)c(Cl)cc1Cl,-7%,-2%,13%,-4%,4%,3%,3%,0%
COc1ccc2c(c1OC)C(=O)N(c1ccc(O)cc1)C2=O,1%,-4%,-2%,-7%,-4%,0%,-16%,-2%
Cc1cc(NS(=O)(=O)c2ccc(NS(=O)(=O)c3ccc(CC(C)C)cc3)cc2)nc(C)n1,3%,2%,-5%[11.4 µM],-11%,32µM*,-2%,-11%,-13%
CC(=O)Nc1nonc1-c1nnc(SCc2cccc(Br)c2)n1C,-7%,11%,.,3%,.,-10%,.,-9%
COc1cccc(NC(=O)CSc2nnc(Cc3cccs3)n2-c2ccc(C)cc2)c1,-4%,-2%,.,-17%,3µM*,-6%,3%,?
COc1ccc(NC(=S)N2CCN(CCN3C(=O)c4cccc5cccc(c45)C3=O)CC2)cc1,11%,0%,1%,10%,-4%,8%,-11%,-19%
CCOC(=O)c1[nH]cnc1C(=O)Nc1ccccc1,-2%[53 µM],0%[53 µM],1%,-1%,?,6%,-1%,-2%
O=C(/C=C/c1ccc(Cl)cc1)Nc1ccc(N2CCOCC2)cc1,-2%,0%,1%,?,7%,6%,2%,-11%
COc1cccc(C(=O)Nc2cccc(-c3nc4ncccc4o3)c2C)c1,-6%,2%,-2%,-14%,?,-2%,25%,-7%
COc1cccc(NC(=O)Cn2c(=O)n(Cc3ccccc3)c(=O)c3ccccc32)c1,-3%,-3%,.,5%,.,?,.,-12%
COCCCNC(=S)NCCc1ccc(F)cc1,-8%,-4%,.,-8%,6%,-1%,5%,-15%
CC(CNC(=O)c1ccc(Cn2c(=O)c3cccn3c3cccnc32)cc1)c1ccccc1 (stereo unspecified),4%,0%,.,15%,.,-15%,.,-15%
NS(=O)(=O)c1ccc(N/N=C/c2ccccc2C(=O)O)c([N+](=O)[O-])c1,6%,-13%,?,?,?,9%,-21%,-6%
Cn1c(=O)c2sccc2n2c(CCC(=O)N3CCN(c4cccc(Cl)c4)CC3)nnc12,6%,9%,.,?,.,0%,.,-12%
COc1ccccc1/C=C/c1nc(C#N)c(N2CCN(C)CC2)o1,0%,-7%,.,?,.,14%,.,-30%
CC(=O)c1nc(-c2ccccc2)sc1C,3%,0%,25%,-7%,8%,-7%,3%,-6%
O=C(NCc1cccs1)c1ccc([N+](=O)[O-])cc1,?,0.1µM*[quencher],23%,-12%,-4%,10%,-4%,-10%
COc1ccc(C2=C(C)C(=O)N(Cc3ccc(C(=O)Nc4ccc(C)c(C)c4)cc3)S2(=O)=O)cc1,2%,2%,.,23%,.,-18%,.,7%
O=C(Cn1cc([N+](=O)[O-])cn1)NCc1ccco1,-4%,-2%,-4%,?,?,-8%,0%,-15%
CCOC(=O)N1CCC(=NNc2ccc(S(N)(=O)=O)cc2[N+](=O)[O-])CC1,-1%,-6%,-15%,5µM*,?,2%,1%,-8%
Cc1cc(NC(=O)CSc2nnc(Nc3ccccc3)s2)no1,-14%,-2%,.,-5%,9%,-14%,4%,-9%
CCc1cc2c(=O)c(-c3nc4ccccc4n3C)c(COCC(=O)O)oc2cc1OC(=O)C(C)(C)C,6%,-1%,16%,?,-2%,2%,4%,-22%
COc1cccc(C(=O)c2c[nH]c(C(=O)NCCCN(C)C)c2)c1,-12%,-5%,?,16%,5%,0%,-2%,6%

# Structures shown so far with a cyano group (2):
SMILES,TRb-SRC2 inh,TR SRC2 fluor cs,L3MBTL1 inh,Tau ThT inhib,ALDH1A1 block,Tau fibril FP,GLA spleen mod,Tau fluor counter
C=CCOC(=O)C1=C(C)OC(N)=C(C#N)C1c1c(C)nn(-c2ccccc2)c1Cl (stereo unspecified),1%,-1%,-25%,?,-3%,-17%,0%,-21%
COc1ccccc1/C=C/c1nc(C#N)c(N2CCN(C)CC2)o1,0%,-7%,.,?,.,14%,.,-30%

# This is a random part of the collection; overall some 8.5% were active at least once.
